Screening results: PubChem BioAssay, NCI
All columns: NCI-60 one-dose screen, growth in % after 48 h at 10 µM unless noted; 100 = growth as untreated, 0 = no growth, -100 = all killed.
HL-60(TB): HL-60(TB) leukemia cells; 78,000 compounds, 9% hits; active = growth percent below 10
Active calls of the source: *; & = joins results of further samples; [ ] = dose if it differs, or a comment. The list is partial. The share of hits here may be higher or lower than overall.

Molecule	HL-60(TB)
O=C(O)c1cc(-c2ccc(Cl)cc2)c2sc(=O)[nH]c2n1	97
Clc1cc(Cl)cc(Nc2ccc3c(OCCCN4CCOCC4)cccc3n2)c1	50
Cc1cccc(NC(=O)Nc2ccc3[nH]c(=O)c(=O)[nH]c3c2)c1	108
N=C(N)SCc1ccc(Cl)c(Cl)c1	114&88&80
COc1ccc(-c2oc3cc(O)cc(O)c3c(=O)c2OC)cc1O	-6.5*
O=C1NC(=O)C(=C2CCCCC2)N1	81
O=C1/C(=N/O)CCCc2ccccc21	105
O=C1Nc2ccc([N+](=O)[O-])cc2OC12Oc1cc([N+](=O)[O-])ccc1NC2=O	103
COc1nc(N)c(NS(=O)(=O)c2cc(C(C)=O)ccc2OC)c(=O)[nH]1	90
Cc1cc(OCc2ccc(C(F)(F)F)cc2)c2c(c1)C(=O)C=C(NCCN1CCCC1)C2=O	97
CC1=C(C(=O)/C=C/c2ccc(N(C)C)cc2)C(c2ccccc2)NC(=S)N1 (configuration not stated)	99
O=C1c2ccccc2C(=O)N1CBr	109
COc1cc(CNC(=O)/C=C/c2ccccc2)ccc1OCc1cn(-c2ccc(F)cc2)nn1	106
CC(=O)Oc1nc2[nH]c(=O)sc2c(C)c1Cc1ccccc1	99
Fc1ccc(N2COOC3(CCCCC3)OOC2)cc1	89
O=C1CCSC(=S)N1c1ccccc1	99
Cc1nn(-c2ccccc2)c2nc(C)n(C(=O)N/N=C/c3ccccc3)c(=O)c12	104
CCCCCCC(CO)CCCC (configuration not stated)	101
O=c1cc(CCl)occ1O	57
CCC/C(=N/OC(=O)N(C)C)c1ccccc1	109
COc1ccccc1[C@H]1C(C(=O)c2ccc(O)cc2)C2(N[C@@H]1c1ccccc1)C(=O)Nc1ccccc12 (some centres not stated)	82
Cc1cc(=O)oc2cc(OCC(O)CNN3C(=O)c4cccc5c(N6CCCCC6)ccc(c45)C3=O)ccc12 (configuration not stated)	89
CC(C)OC(=O)c1ccc2n1CCc1cnc(Nc3ccccc3)nc1-2	87
CC(C)(NC(=O)O[C@@H]1CN2CCC1CC2)c1csc(-c2cccc(O)c2)n1	88
Oc1ccc(C(c2ccccc2)c2ccccc2)c2ccccc12	69
CS(=O)(=O)c1ccc(-c2nc3ccccc3n2CC(=O)N/N=C/c2ccc(F)cc2)cc1	127
N#C/C(=C\c1ccc(Br)cc1)n1nnc2cc(Cl)c(Cl)cc21	-0.6*
CCOC(=O)C(=CNc1ccccc1-n1cccc1)C(=O)OCC	109
NC(N)=Nc1ccc(Oc2cccc(NC(N)=Nc3ccc(I)cc3F)c2)cn1	39
CC/C(=C(\c1ccc(OCCN2CCCCCC2)cc1)c1ccc(OC(=O)c2ccccc2)cc1)c1ccc(OC)cc1	78
c1ccc2sc(SSc3nc4ccccc4s3)nc2c1	91
COc1ccccc1Nc1nnc(-c2csc(N)n2)s1	118
CCOC(=O)c1nn(-c2ccccc2)cc1C(=O)c1cc2cc(Br)ccc2oc1=O	94
O=C1c2ccccc2C(=O)N1c1ccc2oc(=O)ccc2c1	110
CCOC(=O)c1c2c(cn1Cc1ccc(C)cc1)-c1oncc1CC2	104
CSC(NC(=O)c1ccccc1)=C(C#N)C#N	99
COc1cc(/C=C2\C(=O)ON=C2C)cc(OC)c1OC	98
CCN(CC)C(=O)COc1ccc(C=C2C(=O)N(C)C(=O)N(C)C2=O)cc1	103
NS(=O)(=O)c1ccc(CCN2C(=O)/C(=C\c3ccc(Cl)cc3)C=C2c2ccc(F)cc2)cc1	77
CCNC(=O)Oc1ccc(/C(=C(/C)Cc2ccc(OC)cc2)c2ccc(OCCN3CCOCC3)cc2)cc1	64
COc1ccc(-c2nnc(-c3c(-c4ccc(F)cc4)nc4ncccn34)o2)cc1	83
N#Cc1c(N)nc2c(c1N)C(c1ccc(Cl)cc1)C1=C(CCCC1=O)N2c1sc2c(c1C#N)CCCC2 (configuration not stated)	89
NCCSC(c1ccccc1)(c1ccccc1)c1ccccc1	-17*
Clc1ccc2[nH]cc([C@@H]3CCC[C@H](c4c[nH]c5ccc(Cl)cc45)c4c3[nH]c3ccc(Cl)cc43)c2c1	84
CCN(CC)c1ccc2cc(C(Nc3cc(OC)ccc3OC)c3nnnn3C(C)(C)C)c(=O)oc2c1 (configuration not stated)	95
Clc1cc(Cl)c(-c2nc(-c3ccccc3)no2)cn1	96
COc1cc(C(=O)n2cc(-c3ccc(Cl)cc3)c(N)n2)cc(OC)c1OC	60
c1cc[n+](Cc2ccnc3ccccc23)cc1	85
CCCCCC(CCC)(C(=O)OCC)C(=O)OCC	108
COc1ccccc1C(=O)Nc1ccc(-c2cc(=O)c3c(O)c(OC)c(OC)cc3o2)cc1	96
C=C1C(=O)O[C@H]2[C@H]1CC/C(COC(=O)NCCCCNC(=O)OC/C1=C/CC[C@@]3(C)O[C@H]3[C@H]3OC(=O)C(=C)[C@@H]3CC1)=C\CC[C@@]1(C)O[C@@H]21	-51*
Nc1c(Cl)cc(Cl)cc1[N+](=O)[O-]	106
CC(CC1c2ccccc2CCc2ccccc21)CN(C)C (configuration not stated)	88
Cc1cc(C)nc(N)n1	92
O=C(N/N=C/c1ccc(F)cc1F)c1cc(-c2nc3ccccc3[nH]2)nc2ccccc12	94
C#CC(F)(F)[C@]1(O)CCC2C3CCC4=CC(=O)CCC4=C3[C@@H](c3ccc(N(C)C)cc3)C[C@@]21C (some centres not stated)	56
Cn1c(=O)cc(Cl)[nH]c1=O	74
CCOC(=O)C(=Cc1ccc(Br)cc1)C(=O)OCC	-42*
CC(=O)c1c(C)cc(C)c(Br)c1C	104
CC1S/C(=N/NC(=O)Cc2csc3nc(-c4ccc(Br)cc4)cn23)N(C2CCCCC2)C1=O (configuration not stated)	98

Next structures
Molecule	HL-60(TB)
COc1ccc(C=Nc2c(C(=O)Nc3cccc(Cl)c3C)sc3nc(C)c(C(=O)/C=C/c4ccc(OC)cc4)cc23)cc1	9.4*
Cc1cc(Br)nc2ccc([N+](=O)[O-])cc12	105
c1ccc2c3c([nH]c2c1)CN1CCCCC1C3 (configuration not stated)	82
O=S(=O)(O)c1ccc(Cl)cc1	89
C#COc1cccc(Nc2ncnc3cc(NC(=O)CF)ccc23)c1	54[6.25 µM]
C=C[C@H]1CCC/C=C/[C@@H]2C[C@H](O)C[C@H]2[C@H](O)/C=C/C(=O)O1	-0.6*
O=c1cc[nH]c(=S)[nH]1	131
Oc1ccc(-c2nnc(Nc3ccc(C(F)(F)F)cc3)o2)cc1	74
C[C@H]1[C@H](C)CC[C@]2(C(=O)NCCCNCCCCNCCCN)CC[C@]3(C)C(=CC[C@@H]4[C@@]5(C)C/C(=C/c6cccnc6)C(=O)C(C)(C)[C@@H]5CC[C@]43C)[C@H]12	83
CCC(C)(C)C(=O)O[C@H]1C[C@@H](C)C=C2C=C[C@H](C)[C@H](CCC3CC3CC(=O)OC)C21 (some centres not stated)	61
O=C(c1ccc(Cc2n[nH]c(=O)c3cccnc23)cc1)N1CCN(c2ccccc2)CC1	100
O=[N+]([O-])c1ccc(Oc2cccc(Cl)c2)cc1	101
COC1OC(COS(=O)(=O)c2ccc(C)cc2)C(OC(=O)c2ccccc2)C(OC(=O)c2ccccc2)C1OC(=O)c1ccccc1 (configuration not stated)	111
CCOC(=O)Nc1ccc(NC(=O)OCC)cc1	88
CC1(C)OCC([C@H]2O[P@](=O)(c3ccccc3)[C@@H](NCc3ccccc3)[C@H]3OC(C)(C)O[C@H]32)O1 (some centres not stated)	113
S=C(Nc1ccccc1)Nc1ccc(OCc2nc3ccc(Cl)cc3[nH]2)cc1	85
CC(C)CCC[C@@H](C)[C@H]1CC[C@H]2[C@@H]3CCC4=C(Cl)C(=O)CC[C@]4(C)[C@H]3CC[C@]12C	104
CC(=O)Oc1ccc([N+](=O)[O-])cc1	112
Cc1ccc2oc3ccccc3c(=O)c2c1	85
O=Cc1c(Cl)c(Cl)c(C=O)c(Cl)c1Cl	100
CCOc1ccccc1F	101
CC(C)(C)n1nnnc1C(Nc1nccs1)c1cc2cccc3ccc4cccc1c4c32 (configuration not stated)	90
CCn1cc(-c2ccnc(NCCNS(=O)(=O)c3ccc(Cl)cc3)c2)c(-c2cccc(O)c2)n1	101
Cc1cc(C)c2c(N)c(C(=O)c3ccc4c(c3)OCCO4)sc2n1	94
Cc1ccc(S(=O)(=O)N(CCC#N)CCC#N)cc1	108
NC1(C(=O)O)CSSC1	4.6*
COc1ccc(OC)c(/C=C2/C=C(c3ccccc3)N(CCc3ccc(S(N)(=O)=O)cc3)C2=O)c1	72
CCOC(=O)C1C2C=CC(C2)C1C(=O)OC (configuration not stated)	89
O=c1[nH]c2nnnn2c2sc3c(c12)CCCC3	97
O=C(Nc1nc2c(C(F)(F)F)cccc2s1)c1cc(Cl)ccc1O	-39*
CCN(CC)CCNc1ccc(C)c2sc3cc(Cl)ccc3c(=O)c12	17
COc1ccc(N(CC(=O)NCCC[Te]c2ccccc2)C(=O)CNC(=O)OC(C)(C)C)cc1	3.6*
O=C1c2ccccc2C(=O)C1c1ccccc1	89&112
O=C(O)CCNC(=O)OCc1ccccc1	96
N#Cc1c(N)nc2c(c1N)C(c1ccc(F)cc1)c1ccc(N)cc1O2 (configuration not stated)	110
CC/C(=C\c1ccc(N(C)C)cc1)c1ccncc1	30
O=C1c2ccccc2C(=O)N1Cc1c(Cl)cccc1[N+](=O)[O-]	103
C=C(C)[C@@H]1CC[C@]2(C(=O)O)CC[C@]3(C)[C@H](CC[C@@H]4[C@@]5(C)C[C@@H](CC#Cc6ccc(Br)cc6)C(=O)C(C)(C)[C@@H]5CC[C@]43C)[C@@H]12	48
O=C(O)CNc1ccc([N+](=O)[O-])cc1	103
O=C(Oc1c(Cl)cc(Cl)cc1[N+](=O)[O-])c1ccccc1Cl	98
NNC(=O)Cc1ccc2ccccc2c1	86
O=C(CNc1ccccc1)N1CCN(c2ncnc3c2cnn3-c2ccccc2)CC1	59
Cc1nc(NC(=S)Nc2ccc(F)cc2)sc1C(=O)NN	153
O=C(NCCc1ccccc1)c1ccc([N+](=O)[O-])cc1	97
COC(OC)C(=O)c1ccccc1	134
O=C(COc1cccc(N2C(=O)c3ccccc3C2=O)c1)c1ccc(F)cc1	109
CC1=CC(C)(C)NC(=S)N1c1ccc2ccccc2c1	100
CC1([N+](=O)[O-])COC2(CCCCC2)OC1	129&64
Cc1nc2ccc(Cl)cn2c1-c1nnc(SCc2ccc(F)cc2)o1	108
COc1cc(Cl)ccc1C(=O)Nc1nc2ccccc2[nH]1	57
Cn1c(=O)[nH]c(=O)c2[nH]c(-c3cc4ccccc4[nH]c3=O)nc21	107
CC(C)(C)CC(C)(O)C(C)(O)CC(C)(C)C (configuration not stated)	104
O=C(Nc1ccc(I)cc1)c1cccc([N+](=O)[O-])c1O	9.4*
CN(C)c1ccc(C(=O)C(NCCO)c2ccccc2)cc1 (configuration not stated)	94
COc1ccc(C2CCCCC2SCC(=O)O)cc1OC (configuration not stated)	66
CCN(CC)C(=O)c1ccc(O)c(OC)c1	91&89
CCc1c(C(=O)N[C@@H](C(=O)OCc2ccccc2)C(C)O)[nH]c2ccc(Cl)cc12 (some centres not stated)	122
COc1ccc(C2C(C#N)=C(N)Oc3cc(O)ccc32)cc1 (configuration not stated)	84
O=C1Nc2ccc(Cl)cc2/C1=N/N=C/c1coc2ccc(F)cc2c1=O	96
COc1c(-c2cc(-c3ccc(C)o3)[nH]c(=O)n2)c(O)cc2occc12	38

(further entries)
Molecule	HL-60(TB)
Cc1ccccc1N1CCN(CC(O)CSc2ccccc2)CC1 (configuration not stated)	94
c1ccc(Nc2cccn3nnnc23)cc1	79
CC(Cl)CNCc1ccccc1 (configuration not stated)	85
CCOC(=O)c1ccc(N(CCC(=O)O)C(C)=O)cc1	117
O=C(O)CNC1=C(Cl)C(=O)c2ccccc2C1=O	122
CC(=O)O[C@H]1CC[C@@]2(C)[C@@H](CC[C@@H]3[C@@H]2CC(=O)[C@@]2(C)[C@H]3C[C@@H](C3CCCC3=O)[C@@H]2C(C)=O)C1 (some centres not stated)	52

Compounds shown so far that contain an NH in an aromatic ring (16):
Molecule	HL-60(TB)
O=C(O)c1cc(-c2ccc(Cl)cc2)c2sc(=O)[nH]c2n1	97
Cc1cccc(NC(=O)Nc2ccc3[nH]c(=O)c(=O)[nH]c3c2)c1	108
COc1nc(N)c(NS(=O)(=O)c2cc(C(C)=O)ccc2OC)c(=O)[nH]1	90
CC(=O)Oc1nc2[nH]c(=O)sc2c(C)c1Cc1ccccc1	99
Clc1ccc2[nH]cc([C@@H]3CCC[C@H](c4c[nH]c5ccc(Cl)cc45)c4c3[nH]c3ccc(Cl)cc43)c2c1	84
O=C(N/N=C/c1ccc(F)cc1F)c1cc(-c2nc3ccccc3[nH]2)nc2ccccc12	94
Cn1c(=O)cc(Cl)[nH]c1=O	74
c1ccc2c3c([nH]c2c1)CN1CCCCC1C3 (configuration not stated)	82
O=c1cc[nH]c(=S)[nH]1	131
O=C(c1ccc(Cc2n[nH]c(=O)c3cccnc23)cc1)N1CCN(c2ccccc2)CC1	100
S=C(Nc1ccccc1)Nc1ccc(OCc2nc3ccc(Cl)cc3[nH]2)cc1	85
O=c1[nH]c2nnnn2c2sc3c(c12)CCCC3	97
COc1cc(Cl)ccc1C(=O)Nc1nc2ccccc2[nH]1	57
Cn1c(=O)[nH]c(=O)c2[nH]c(-c3cc4ccccc4[nH]c3=O)nc21	107
CCc1c(C(=O)N[C@@H](C(=O)OCc2ccccc2)C(C)O)[nH]c2ccc(Cl)cc12 (some centres not stated)	122
COc1c(-c2cc(-c3ccc(C)o3)[nH]c(=O)n2)c(O)cc2occc12	38
